High-throughput results: PubChem, several laboratories
MLLE-PAM2 inh: inhibitors of PABP1 MLLE–PAM2 peptide binding, primary screen, biochemical, fluorescence polarization, FITC-PAM2, GST-MLLE | Polyadenylate-binding protein 1 (Homo sapiens), P11940 | inhibition, % at 20 µM | hit rate 0.36% among 360,000; in the data active means inhibition above about 35%, passing the limit was not always enough;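 further: plate controls were DMSO wells with GST-MLLE for no effect and wells lacking GST-MLLE protein for full effect; some results filed as inactive read as strong as hits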
NRP1-CendR mod: modulators of CendR peptide binding to NRP-1, primary screen, biochemical, fluorescence polarization, uHTS | FAM-RPARPAR peptide binding to NRP-1 | inhibition, % at 25 µM | hit rate 0.85% among 360,000;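 active means inhibition or corrected inhibition above about 18%, plus a signal ratio from 0.5 to 1.5, limit read from the data, passing the limit was not always enough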; further: strong numbers were not always called active
MT1-MMP act inh: blockers of MT1-MMP proenzyme processing, primary screen, HT1080 RFP-PRO-GFP cells, GFP/RFP fluorescence; Matrix metalloproteinase-14 (Homo sapiens), P50281; GFP/RFP ratio fluorescence, overnight; percent of plate control window, DMSO zero; GFP/RFP ratio change, % at 20 µM; hit rate 0.061% among 360,000; AID 651647, 2012;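 active means GFP/RFP ratio change of at least 30% with cell ATP level not reduced by more than half and red fluorescence within 50% of control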; further: strong numbers were not always called active
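Material – HT1080 RFP-PRO-GFP cells · Control set – DMSO wells and RFP-L50D-GFP cells · Incubation – overnight cell settling, then overnight compound exposure, 37 °C, 5% CO2 · Compound dosing – single-point 20 µM compound, 1% DMSO · Read-out – GFP/RFP fluorescence ratio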
MsrA act: bovine MsrA enzyme activators, primary screen, biochemical, absorbance, HTS. purified bovine MsrA, absorbance read-out. activation, % at 10.6 µM. hit rate 0.3% among 360,000; in the data active means activation above about 7.5%;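 further: 0% = vehicle and 100% = reference activator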
Rin1 Abl inh: inhibitors of Rin1-Abl protein binding, primary screen, biochemical, TR-FRET. AID 588664, 2011. hit rate 0.4% among 360,000. inhibition, % at 7.35 µM. Tyrosine-protein kinase ABL1 (Homo sapiens) + Ras and Rab interactor 1 (Homo sapiens), …; in the data active means inhibition above about 5%, passing the limit was not always enough
E coli Lon inh: inhibitors of E. coli Lon protease, primary screen, biochemical, fluorescence polarization. hit rate 0.42% among 360,000. inhibition, % at 7.94 µM. purified E. coli Lon protease. P0A9M0; in the data active means inhibition above about 13%, passing the limit was not always enough;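 further: 0% = enzyme with probe and DMSO and 100% = no enzyme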
Target sequence (P0A9M0 whole entry, looked up): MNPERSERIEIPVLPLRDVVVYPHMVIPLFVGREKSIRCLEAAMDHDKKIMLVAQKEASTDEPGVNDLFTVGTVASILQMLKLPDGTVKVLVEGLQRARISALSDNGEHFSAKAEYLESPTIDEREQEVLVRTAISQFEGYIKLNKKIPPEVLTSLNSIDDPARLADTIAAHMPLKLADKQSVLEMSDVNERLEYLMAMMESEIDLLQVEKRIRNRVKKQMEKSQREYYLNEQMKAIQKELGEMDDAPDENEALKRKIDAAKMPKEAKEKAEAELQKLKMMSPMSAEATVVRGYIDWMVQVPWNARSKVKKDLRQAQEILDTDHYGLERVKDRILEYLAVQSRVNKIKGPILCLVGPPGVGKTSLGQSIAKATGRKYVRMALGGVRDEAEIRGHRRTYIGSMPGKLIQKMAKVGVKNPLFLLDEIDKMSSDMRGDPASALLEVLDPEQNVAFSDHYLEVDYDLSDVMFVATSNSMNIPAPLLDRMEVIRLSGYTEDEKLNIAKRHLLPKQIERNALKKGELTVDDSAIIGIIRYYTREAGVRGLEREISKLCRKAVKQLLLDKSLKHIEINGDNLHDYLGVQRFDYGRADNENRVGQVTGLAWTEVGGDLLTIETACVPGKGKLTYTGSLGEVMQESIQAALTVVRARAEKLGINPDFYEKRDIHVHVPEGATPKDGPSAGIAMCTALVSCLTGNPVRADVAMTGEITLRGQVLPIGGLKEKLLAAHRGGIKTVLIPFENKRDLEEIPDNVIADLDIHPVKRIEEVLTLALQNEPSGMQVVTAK
FAS-TE inh: FAS thioesterase domain inhibitors, primary screen, biochemical, fluorescence intensity, uHTS. Fatty acid synthase (Homo sapiens), P49327. recombinant FAS-TE, OMFH fluorogenic substrate, fluorescence endpoint. inhibition, % at 15 µM. hit rate 0.67% among 360,000;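 active means compounds whose normalised, plate-corrected inhibition of enzyme fluorescence in the single-dose primary screen is 50% or more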;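 further: 0% = DMSO with enzyme and 100% = substrate without enzyme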
SKN-1 block: suppressors of acrylamide-induced Pgst-4::GFP reporter in worms, primary screen, SKN-1 inhibitor project, whole organism, uHTS, GFP/RFP fluorescence ratio, strain VP596 | C. elegans VP596 Pgst-4::GFP/RFP ratio, 24 h | inhibition, % at 21.8 µM | hit rate 0.49% among 360,000;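 active means interference check ratio from 0.5 to 1.5 plus GFP to RFP signal ratio inhibition reaching or exceeding a fixed threshold, cut at about 30% in these data, passing the limit was not always enough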; further: some compounds called inactive have numbers as strong as hits
Neddyl block: inhibitors of cullin neddylation, primary screen, biochemical, TR-FRET, uHTS, NAE and Ubc12. hit rate 0.58% among 360,000. calls only at 25 µM. NEDD8-conjugating enzyme Ubc12 (Homo sapiens) + NEDD8-activating enzyme E1 regulatory …. AID 651699, 2012; in the data active means inhibition above about 36%
An asterisk follows results filed as active; i = inactive; nt = no result given; + = active, no number.

SMILES	MLLE-PAM2 inh	NRP1-CendR mod	MT1-MMP act inh	MsrA act	Rin1 Abl inh	E coli Lon inh	FAS-TE inh	SKN-1 block	Neddyl block
CCOC(=O)CSc1nc2sc3c(c2c(=O)n1-c1ccc(OCC)cc1)CCN(C)C3	-8.6	-24.5	-1.2	-5.9	-0.2	-17.3	-16.5	-7.2	i
NC(=O)c1cc(S(=O)(=O)NCc2cccc(Br)c2)cs1	8.8	8.5	5.2	-0.1	0.1	-2.3	-5.2	-6.1	i
CCOc1ccc(N2CC(C(=O)Nc3ccccn3)CC2=O)cc1 (stereo not drawn)	1.2	15.8	5.8	-1.9	-2.9	5.1	-2.9	8.5	i
Cc1c(NC(=O)C(C)OC(=O)C(NC(=O)c2ccco2)C(C)C)c(=O)n(-c2ccccc2)n1C (stereo not drawn)	-29.3	2.4	-3.1	3.9	-2.7	-3.2	-8.5	2.0	i
COc1ccc(NC(=O)NCCc2cccc(Cl)c2)cc1OC	2.9	5.1	1.9	-3.5	0.0	1.6	-4.4	9.7	i
CCCOC(=O)C1NC(=O)N2C(C(=O)OCCC)C(C)(C)S[C@H]12 (stereo partly drawn)	18.8	16.3	4.9	-1.7	4.1	-5.3	-13.7	11.9	i
COc1cc(/C(C)=N/N2CCN(Cc3ccc(C)cc3)CC2)ccc1O	-3.1	15.4	-1.4	-2.9	-2.8	-1.8	-7.7	-20.7	i
COc1ccccc1N1C(=O)C2C(C(=O)c3ccccc3)=NN(c3ccc(C)cc3)C2C1=O (stereo not drawn)	-84.4	-13.5	-101.2	-8.6	-3.5	-7.9	36.1	-1.4	i
c1ccc2c(c1)[nH]c1ccccc12	6.9	9.4	2.1	-0.9	2.7	1.1	7.3	18.6	i
CC(=O)c1cccc(NC(=O)C(C)OC(=O)CCn2c(C)csc2=O)c1 (stereo not drawn)	7.5	-28.2	0.1	-0.5	3.9	-13.9	-9.0	1.3	i
CCNC(=S)NNC(=O)c1cccc(Br)c1	-2.3	2.0	8.3	-1.3	-1.5	-6.7	-1.9	1.6	i
CCc1sc(C(=O)NC)cc1Br	13.9	5.2	3.9	-2.4	-0.9	6.6	-3.2	15.8	i
CCc1ccccc1NC(=O)CN(C)C(=O)CSc1nnc(Nc2ccc(C)cc2)s1	-17.7	4.5	4.9	2.1	1.6	-4.8	-2.4	3.0	i
CC(C)CNc1nc(Oc2ccc(=O)[nH]n2)nc(N2CCOCC2)n1	-7.5	9.3	1.3	-2.5	0.6	1.3	-7.1	5.4	i
Cc1ccc(SCC(=O)OCC(=O)NC2CCCCCCC2)cc1	-3.1	5.9	0.5	0.0	1.7	10.8	-6.0	5.2	i
O=C(N/N=C/c1ccoc1)c1ccc(Cl)cc1	-14.7	0.6	-1.7	-0.2	0.3	-3.8	1.9	-46.4	i
CC(C)OP(=O)(OC(C)C)C(Nc1ccccn1)c1ccc(F)cc1 (stereo not drawn)	-8.1	-0.4	4.5	-2.3	-1.9	-2.9	-15.5	-1.8	i
CCOC(=O)C1=C(COC(=O)/C=C/c2ccc(C)o2)NC(=O)NC1C (stereo not drawn)	-13.5	-25.0	-28.8	-3.0	0.4	-44.5	-6.2	30.7	i
Cc1ccccc1-c1nnc(SCc2ccccc2F)o1	-2.7	-1.9	2.7	-0.9	-2.9	-3.8	23.1	-4.2	i
CCN(CC)CCn1c(=S)[nH]c2cc(C(=O)NCc3ccc(C)cc3)ccc2c1=O	-46.6	12.4	3.9	-2.1	1.7	3.6	-6.9	0.4	i

2 consecutive entries from above, quoted:
SMILES	MLLE-PAM2 inh	NRP1-CendR mod	MT1-MMP act inh	MsrA act	Rin1 Abl inh	E coli Lon inh	FAS-TE inh	SKN-1 block	Neddyl block
CCNC(=S)NNC(=O)c1cccc(Br)c1	-2.3	2.0	8.3	-1.3	-1.5	-6.7	-1.9	1.6	i
CCc1sc(C(=O)NC)cc1Br	13.9	5.2	3.9	-2.4	-0.9	6.6	-3.2	15.8	i

Other structures
SMILES	MLLE-PAM2 inh	NRP1-CendR mod	MT1-MMP act inh	MsrA act	Rin1 Abl inh	E coli Lon inh	FAS-TE inh	SKN-1 block	Neddyl block
Cc1cc(C(=O)N2CCCC(C(=O)c3cccc4ccccc34)C2)nc(C)n1 (stereo not drawn)	-2.2	2.2	-1.3	-4.7	-4.4	9.4	-5.8	2.1	i
COc1ccc(Cn2nnnc2C(C(C)C)N2CCN(c3ccccc3OC)CC2)cc1 (stereo not drawn)	-5.4	11.4	-2.1	0.2	-0.8	2.9	18.4	-11.9	i
CCCS(=O)(=O)c1nc(S(=O)(=O)c2ccc(C)cc2)c(N2CCN(C)CC2)s1	-7.9	2.8	10.1	-1.6	-1.5	-1.9	-3.5	26.4	i
O=C(CCS(=O)(=O)c1ccc(Br)cc1)N1CCN(Cc2ccccc2)CC1	-6.3	-116.5	0.6	-1.5	-2.1	5.4	-3.4	1.5	i
Cc1ccc(OCc2nc(-c3ccc(Cl)cc3)n[nH]2)cc1	-5.2	-8.5	10.4	2.7	-0.2	4.8	-3.5	6.5	i
CCCN1CCC(CCOc2ccccc2)(C(=O)OCC)CC1	-0.9	-1.6	-0.1	0.1	-0.9	-10.9	-5.0	1.5	i
O=C(NCC1CCN(Cc2ccccc2F)CC1)Nc1cc(F)ccc1F	8.6	3.4	0.4	0.1	0.1	8.9	-0.8	13.9	i
O=C1NC[C@H](CC2CCCCC2)N(CCc2cccc(F)c2)C1=O	17.7	0.8	11.0	-7.9	-2.3	9.7	6.3	-8.5	i
O=c1c2ccccc2nc2n1CCS2(=O)=O	18.4	-17.0	0.2	-3.2	-2.4	1.2	9.9	16.6	i
CCC(=O)Nc1nnc(S(=O)(=O)N2CCCc3ccccc32)s1	-2.9	-6.0	-1.8	-1.0	-3.0	19.8	1.1	8.2	i

An excerpt from above, showing only E coli Lon inh and MT1-MMP act inh:
structure	E coli Lon inh	MT1-MMP act inh
CCCS(=O)(=O)c1nc(S(=O)(=O)c2ccc(C)cc2)c(N2CCN(C)CC2)s1	-1.9	10.1
O=C(CCS(=O)(=O)c1ccc(Br)cc1)N1CCN(Cc2ccccc2)CC1	5.4	0.6

Other compounds.
SMILES	MLLE-PAM2 inh	NRP1-CendR mod	MT1-MMP act inh	MsrA act	Rin1 Abl inh	E coli Lon inh	FAS-TE inh	SKN-1 block	Neddyl block
CC(=O)c1ccc(N2CCN(c3ccccc3O)CC2)c([N+](=O)[O-])c1	12.0	-4.2	1.6	-6.7	1.8	4.3	4.0	-2.8	i
CC(=O)C1=CCC(c2ccccc2)N(Cc2ccccc2)C1 (stereo not drawn)	nt	-2.8	-6.5	nt	nt	nt	nt	13.4	i
Cc1ccc(-c2n[nH]c(=O)c3ccccc23)cc1S(=O)(=O)Nc1ccc(F)cc1	-6.1	3.6	4.0	2.3	0.2	-5.1	10.3	13.5	i
CCN(CC(=O)NCc1ccc(Cl)cc1)C(=O)COc1cccc(Cl)c1	3.3	3.1	-0.8	-3.2	3.2	-11.9	5.8	18.2	i
CON(C)S(=O)(=O)c1cccc(C(=O)Oc2ccc(N(C)S(=O)(=O)c3ccccc3)cc2)c1	4.1	-11.0	-1.8	-0.6	4.1	4.8	31.6	3.4	i
O=C(CCN1C(=O)S/C(=C\C=C\c2ccccc2)C1=O)Nc1ccc(O)cc1	-0.2	5.9	-10.2	-3.8	1.4	-3.4	3.7	23.0	i
Cc1cccc(NC2=C/C(=N/S(=O)(=O)c3cccs3)c3ccccc3C2=O)c1	7.9	6.8	-26.6	0.1	-1.2	-5.9	38.7	14.3	i
CCOC(=O)/C=C1\SCC(=O)N1CC(=O)Nc1ccc2c(c1)CCC2	-3.7	-15.8	-9.2	-3.5	-0.2	-14.6	3.5	-4.1	i
CC(C)Oc1ccc(C(=O)Nc2ccc([N+](=O)[O-])cc2)cc1	3.8	6.7	0.5	-5.6	-1.7	-6.4	-2.5	3.2	i
CSc1ncccc1C(=O)OCC(=O)N(CC(C)C)c1c(N)n(Cc2ccccc2)c(=O)[nH]c1=O	-3.8	-4.3	-4.5	-3.8	-0.1	-1.4	-2.1	4.7	i
COc1cc(NC(=O)c2ccco2)ccc1NC(=O)C(C)C	14.3	-1.6	-1.2	1.7	-3.2	-13.1	-5.9	0.0	i
CCNC(=S)NC1CC2CCCC(C1)N2CCc1ccccc1 (stereo not drawn)	-54.2	18.2	-3.7	-3.1	1.9	1.3	-5.6	-15.4	i
Cc1ccc(NC(=O)c2sc3ncn(CC(=O)N4CCN(c5ccccn5)CC4)c(=O)c3c2C)cc1F	-8.7	2.2	4.7	-1.6	-7.7	3.4	0.8	19.5	i
CCN(C(=O)c1cn(C)c(=O)c2cc(OC)c(OC)cc12)c1ccccc1C	0.2	15.4	2.9	-4.1	1.7	-4.0	-2.3	-16.2	i
COc1ccc(NC(=O)CCNC(=O)Cn2cnc3sc4c(c3c2=O)CCCC4)cc1OC	-2.5	15.4	-4.3	1.2	1.2	8.5	-7.4	-4.1	i
COc1ccc(/C=C2\C(=O)N(c3c(Cl)cc(Cl)cc3Cl)N=C2NC(=O)c2cccc([N+](=O)[O-])c2)cc1	24.0	-107.3	6.1	-1.1	-2.5	-3.0	20.5	4.1	i
CC(=O)N1CCN(CC(=O)Nc2cc(S(=O)(=O)N3CCCCC3)ccc2C)CC1	-2.1	-2.0	0.1	0.0	1.3	-15.3	-11.0	3.4	i
Cc1sc(NC(=O)CSc2nnnn2C)c(C#N)c1C	-0.1	-10.0	-3.7	-1.1	1.3	2.5	-2.9	-1.4	i
CC(=O)Nc1cccc(OCC(O)Cn2cnc3ccccc32)c1 (stereo not drawn)	-0.7	-12.6	-4.2	-1.7	-7.4	8.5	-10.6	-3.4	i
Cc1cc(C)c(S(=O)(=O)N2CCOC2CNC(=O)C(=O)NCc2ccncc2)c(C)c1 (stereo not drawn)	-8.6	11.5	-0.4	-3.8	-0.9	-0.4	-4.9	2.8	i
COc1ccc(CCN2C(=O)C(Oc3ccccc3C)C2c2ccc3c(c2)OCO3)cc1OC (stereo not drawn)	7.6	-3.6	-7.3	0.4	0.7	-1.7	19.8	-3.4	i
CCc1nn(C(CC)C(=O)NCc2cccs2)c(=O)c2cc3occc3n12 (stereo not drawn)	-8.1	8.3	0.9	-4.0	-3.1	4.8	0.6	0.7	i
Cc1ccc(NC(=O)c2ccc(CNc3c(N4CCOCC4)c(=O)c3=O)cc2)cc1	-2.9	-4.4	-0.3	-1.7	-5.0	-3.3	-4.2	18.2	i
CCN(CC)C(=O)C1=C(C)N(Cc2ccc(F)cc2)C(=O)C(CC(=O)NCCCN(C)C)C1 (stereo not drawn)	-4.1	2.0	2.2	-2.0	-0.8	-8.2	-7.6	17.0	i
CCOC(=O)C1CCCN(C(=O)c2ccc(CNc3c(N4CCC(C)CC4)c(=O)c3=O)cc2)C1 (stereo not drawn)	17.8	8.8	-1.3	-1.7	-0.2	8.2	-2.0	8.8	i
COc1ccc(CCNC(=O)c2cc(-c3cccs3)on2)cc1OC	0.9	4.3	8.9	-3.3	-3.8	2.5	-4.1	3.8	i
COc1cc(N)c2ncccc2c1Br	-106.2	12.1	0.5	-0.4	13.4*	-25.9	-11.4	23.9	i
CCOC(=O)c1cc2c(=O)n3ccccc3nc2n(CCOC)c1=NC(=O)c1ccncc1	3.8	3.0	0.1	-1.2	-5.0	1.0	10.8	-3.6	+
